# TAAR1 ag: agonists of human TAAR1. CHO RD-HGA16 TAAR1, Fluo-8 calcium fluorescence; vehicle wells 0%, saturating PEA agonist 100%. activation, % at 3 µM. 0.99% of 360,000 active. AID 624467;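 active = activation above the mean activation of all test compounds in the run plus 3 SD, cut at about 38% in these data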
# Target sequence (Q96RJ0 whole entry, looked up): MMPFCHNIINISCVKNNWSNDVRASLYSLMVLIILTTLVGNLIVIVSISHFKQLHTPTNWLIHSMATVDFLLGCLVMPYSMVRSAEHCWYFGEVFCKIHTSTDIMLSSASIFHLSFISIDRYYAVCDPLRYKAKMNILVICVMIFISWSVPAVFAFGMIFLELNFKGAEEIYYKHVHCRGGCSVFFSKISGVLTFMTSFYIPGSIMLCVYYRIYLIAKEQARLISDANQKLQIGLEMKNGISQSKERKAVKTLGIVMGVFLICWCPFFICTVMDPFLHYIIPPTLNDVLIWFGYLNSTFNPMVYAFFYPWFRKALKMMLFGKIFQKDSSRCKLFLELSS
#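 test system = CHO RD-HGA16 cells carrying human TAAR1 plus Gα16 | schedule = 17-24 h seeding, 75 min 37 °C dye, 30 min RT | compound dosing = 3 µM single concentration | control set = DMSO and PEA EC100 | replicates = n 1 | signal = Fluo-8 fluorescence, 5 s baseline then 140 s kinetic read | measure = percent activation vs PEA EC100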
# CHRM1 agonist: activates human CHRM1 receptor | activation, % at 3 µM | 0.33% of 360,000 active | AID 588814 | P11229 | CHO-K1 hM1, Fluo-8 calcium fluorescence, agonist mode; 0% DMSO, 100% acetylcholine EC100;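 active = activation above the run's mean compound activation plus 3 SD, cut at about 16% in these data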;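 also: peak over basal fluorescence ratio within a 140 s kinetic read after compound addition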
# CHO parental Ca: signal in parental CHO cells, OX1R antagonist counter-screen | parental CHO-K1, ATP-induced calcium, Fluo-8 fluorescence | AID 463079 | 0.63% of 330,000 active | inhibition, % at 5.6 µM;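 active = inhibition above that plate's mean sample inhibition plus 3 SD, cut at about 26% in these data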;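 also: 0% = ATP-challenged DMSO wells and 100% = DMSO wells without ATP; some compounds past the cut are filed as inactive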
#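 Test system: untransfected parental CHO cell line. Compound: one dose, 5.6 µM nominal. Detection: intracellular calcium via Fluo-8 no-wash fluorescent dye. Measure: % inhibition. Benchmarks: ATP-challenged DMSO wells low, unchallenged DMSO wells high.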
# M1 PAM parental: counter-screen for M1 PAMs: effect in parental CHO-K1 cells | 0.02% of 360,000 active | ATP EC20, Fluo-8 calcium fluorescence; 0% at ATP EC20, 100% at ATP max | activation, % at 3 µM;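 active = activation above the run cutoff, the mean activation of all test compounds plus 3 SD, cut at about 40% in these data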;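 also: peak over basal fluorescence ratio in a 140 s read after ATP addition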
# OXTR potentiate: human OXTR potentiation | AID 2445 | 0.061% of 320,000 active | activation, % at 3 µM | CHO-OTR cells, Fluo-8 calcium fluorescence, potentiator mode; 0% = oxytocin EC15, 100% = EC100 | P30559;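 active = activation above that plate's cutoff, the mean activation of tested compounds plus 3 SD, cut at about 6.6% in these data, passing the limit was not always enough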;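 also: 100% uses oxytocin at 75 nM as the full agonist control; some results filed as inactive read as strong as hits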
# Target sequence (P30559 whole entry, looked up): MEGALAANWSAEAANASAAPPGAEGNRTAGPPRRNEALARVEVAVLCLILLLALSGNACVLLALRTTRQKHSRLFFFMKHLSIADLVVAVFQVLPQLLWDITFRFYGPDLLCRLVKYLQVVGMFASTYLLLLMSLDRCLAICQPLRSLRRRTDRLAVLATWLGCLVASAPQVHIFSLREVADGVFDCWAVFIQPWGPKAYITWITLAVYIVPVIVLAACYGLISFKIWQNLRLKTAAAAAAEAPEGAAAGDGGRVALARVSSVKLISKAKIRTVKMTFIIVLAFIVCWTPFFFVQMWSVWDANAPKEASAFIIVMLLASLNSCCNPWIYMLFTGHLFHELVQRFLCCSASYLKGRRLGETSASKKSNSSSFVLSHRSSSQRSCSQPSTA
#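 Measured by – Fluo-8 calcium dye fluorescence · Test system – human OTR in CHO cells · Dosing – one concentration, 3.0 µM compound · Controls – EC15 oxytocin alone as 0%, 75 nM oxytocin as 100% · Evaluation – normalized max/min fluorescence ratio, % activation · Timing – 6 min pre-incubation, 100 s read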
# CHO-K1 Ca antag: M1 antagonist counterscreen hit in parental CHO-K1 cells; ATP-induced calcium, Fluo-8 fluorescence; inhibition, % at 3 µM; 0.6% of 360,000 active; AID 602250;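 active = inhibition above a per-plate cutoff, the plate's mean sample inhibition plus 3 SD, cut at about 24% in these data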;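 also: 0% = DMSO plus EC80 ATP and 100% = DMSO alone without ATP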
# M1 ag parental: counter-screen for M1 agonists: effect in parental CHO-K1 cells; Fluo-8 calcium fluorescence; scaled to maximal ATP response, vehicle zero; activation, % at 3 µM; 0.48% of 360,000 active; AID 602248; in the data active = activation above about 15%;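 also: untransfected CHO-K1 host cells lacking M1 receptor as counterscreen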
# TAAR1 antag: human TAAR1 antagonism | Q96RJ0 | CHO RD-HGA16 TAAR1, Fluo-8 calcium fluorescence, antagonist | inhibition, % at 3 µM | 1.5% of 360,000 active | AID 624466;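 active = inhibition above a per-plate cutoff, the mean inhibition of test compounds on that plate plus 3 SD, cut at about 49% in these data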;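 also: 0% = DMSO plus EC80 beta-PEA response and 100% = DMSO alone without agonist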
#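 Material: CHO RD-HGA16 cells bearing hTAAR1; compound dosing: one-point dosing, 3 µM nominal final; schedule: dye loading 75 min at 37 °C, then 30 min room temperature; measured by: calcium fluorescence with Fluo-8; control set: vehicle and agonist controls; replication: n of 1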
# M1 antag: antagonists of human M1 muscarinic receptor. AID 588852. P11229. 1.3% of 360,000 active. CHO-K1 hM1, Fluo-8 calcium fluorescence, ACh EC80 antagonist. inhibition, % at 3 µM;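 active = percent inhibition above its own plate's cutoff, namely the mean of that plate's compound wells plus 3 SD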;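 also: peak over basal fluorescence ratio during 140 s after agonist addition; 0% = ACh EC80 plus DMSO and 100% = DMSO alone without agonist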
# The depositor's hits bear a star; . = no result given.
SMILES,TAAR1 ag,CHRM1 agonist,CHO parental Ca,M1 PAM parental,OXTR potentiate,CHO-K1 Ca antag,M1 ag parental,TAAR1 antag,M1 antag
COc1ccc(N2CC(C(=O)N/N=C/c3ccc([N+](=O)[O-])cc3)CC2=O)cc1 (stereo not drawn),1,-9,-10,29,-2,-8,4.8,-2,1
O=C(NNS(=O)(=O)c1ccc([N+](=O)[O-])cc1)c1ccc2ccccc2c1O,9,1,.,21,.,-3,5.0,-1,-11
CC(Sc1ccccn1)C(=O)NC1CCCC1 (stereo not drawn),2,-5,-6,-8,1,4,-0.1,0,-2
COC(=O)c1sc(-c2ccccc2)cc1NC(C)=O,13,-3,-15,7,5,-9,0.2,-18,-12
Cc1ccc(-c2nc(CSCC(=O)NCC3CCCO3)c(C)o2)cc1 (stereo not drawn),1,-2,-10,16,-10,-8,1.4,-19,-7
CCc1ccc(C(=O)NNc2ccc(C)c(Cl)c2)cc1,11,0,-11,-13,-10,13,-0.3,-26,2
Cc1onc(-c2c(F)cccc2Cl)c1C(=O)OCC(=O)c1c[nH]c2ccccc12,4,-1,6,12,-1,-10,5.6,31,2
Cc1c(NC(=O)Nc2ccc(F)cc2)c(=O)n(-c2ccccc2)n1C,0,-7,-8,-5,-10,10,-0.2,-6,0
Cc1cc(NC(=O)Cc2cc(F)cc(F)c2)no1,2,-4,0,-11,-2,1,0.1,-9,-15
COc1ccc(CNC(=O)COC(=O)/C=C/c2cccc(Br)c2)cc1,14,-2,-8,-14,8,2,-0.1,-9,17
NS(=O)(=O)c1ccc2nc(NC(=O)c3ccc4c(c3)OCCO4)sc2c1,1,-5,-10,17,1,-9,1.1,-9,-7
COc1ccccc1-n1cnnc1SCC(=O)NC1CCCC1,2,0,-15,-2,2,-8,-0.8,-4,3

# A second format for part of the listing above.
SMILES	TAAR1 ag	CHRM1 agonist	CHO parental Ca	M1 PAM parental	OXTR potentiate	CHO-K1 Ca antag	M1 ag parental	TAAR1 antag	M1 antag
Cc1onc(-c2c(F)cccc2Cl)c1C(=O)OCC(=O)c1c[nH]c2ccccc12	4	-1	6	12	-1	-10	5.6	31	2
Cc1c(NC(=O)Nc2ccc(F)cc2)c(=O)n(-c2ccccc2)n1C	0	-7	-8	-5	-10	10	-0.2	-6	0
Cc1cc(NC(=O)Cc2cc(F)cc(F)c2)no1	2	-4	0	-11	-2	1	0.1	-9	-15
COc1ccc(CNC(=O)COC(=O)/C=C/c2cccc(Br)c2)cc1	14	-2	-8	-14	8	2	-0.1	-9	17

# Additional results follow:
SMILES,TAAR1 ag,CHRM1 agonist,CHO parental Ca,M1 PAM parental,OXTR potentiate,CHO-K1 Ca antag,M1 ag parental,TAAR1 antag,M1 antag
Cc1ccc(C)c(-c2nnc(NC(=O)CCS(=O)(=O)c3ccc(F)cc3)o2)c1,0,-1,-16,-6,-11,2,0.6,-12,-8
O=C(/C=C/c1cccc([N+](=O)[O-])c1)NCCN1C(=O)S/C(=C\c2ccc(F)cc2)C1=O,2,-7,0,24,-3,-6,1.8,-14,-15
O=C(NCc1ccc(F)cc1)C1CCC(=O)N1CCc1ccccc1 (stereo not drawn),2,-1,-4,4,-4,5,-0.2,-7,-8
Cc1noc(C)c1C(=O)Nc1ccc2ccccc2c1,0,-3,-7,12,-4,-1,2.2,-12,-8
Cc1nc(N2CCC(C)CC2)c2nnn(Cc3ccccc3)c2n1,10,-2,-20,11,-9,-17,0.2,22,2
Cc1nccc(-c2ccc(-n3c(C)ccc3C)cc2)n1,-1,-7,-8,21,5,-15,-0.2,-20,-2
COC(=O)c1sc(-c2ccc(C(C)(C)C)cc2)cc1NC(=O)/C=C/C(=O)O,25,1,39*,-2,-20,-3,2.4,69*,2
CCN(CC)S(=O)(=O)c1cc(NC(=O)NCCCl)ccc1C,1,-3,-17,7,2,-8,0.3,-11,2
COCCN(C(=O)CNC(=O)c1ccco1)C(C(=O)NC1CCCC1)c1ccc(OC)cc1 (stereo not drawn),-3,0,0,-11,-8,-8,0.9,-22,-14
O=C(Nc1ccccc1Oc1ccccc1)c1ccc(Br)o1,1,-3,-40,-4,-4,-1,-0.6,28,3
C=CCOc1ccccc1CN1CCCC(CCC(=O)N(C)CCc2ccccn2)C1 (stereo not drawn),1,-14,-22,21,-1,-13,0.7,21,9
CSc1nc(C)c(CCOC(=O)c2ccccc2)c(=O)[nH]1,0,-2,2,14,-9,-6,1.4,32,-7
Cc1cccc(CNS(=O)(=O)c2csc(C(N)=O)c2)c1,1,0,1,23,-9,-18,1.9,-29,0
CN(CC(=O)Nc1ccc(F)cc1)C(=O)COC(=O)c1cc(S(=O)(=O)N(C)C)ccc1N1CCCC1,0,-4,-11,19,-8,-16,2.7,-3,-9
COc1ccc(-c2nnc(SCc3c(C)noc3C)n2N)cc1OC,1,5,-16,20,-3,-19,1.7,16,-5
Cc1cccc(-n2ncc3c(N4CCCC4)ncnc32)c1,-1,-8,2,20,-5,-30,2.4,-5,3
COc1ccc(-c2cnn3c4c(c(C)nc23)CCN4C(C)C)cc1OC,3,-5,-3,11,-3,-3,0.8,7,-1
O=C(CCN1C(=O)/C(=C/c2ccccc2Cl)SC1=S)Nc1ccccc1C(=O)O,1,1,0,14,-9,-3,-0.5,-50,-20
Cc1ccccc1NC(=O)Cc1nc(COC(=O)COc2ccccc2C(C)C)cs1,2,-6,-26,12,-9,-18,3.0,55*,4
CN1C(=O)N(CC(=O)N2CCN(c3ncccn3)CC2)C(=O)C12CCCCC2,1,-1,.,4,.,-6,0.5,-32,-14
O=C(OCC(=O)N1CCCc2ccccc21)c1cc(S(=O)(=O)N2CCOCC2)ccc1Cl,9,-3,-28,-10,-6,4,3.1,47,8
CCCCN1C(=O)/C(=C2\SC(N3CCOCC3)=NC2=O)c2ccccc21,6,-1,-7,-2,-6,-8,0.4,4,-8
CC(=O)Nc1ccc(S(=O)(=O)NNC(=O)COc2ccc(C)cc2)cc1,2,-1,-21,7,-10,3,-0.1,-14,11
CCc1c(O)nc(SCC(=O)Nc2ccccc2)n(-c2ccccc2)c1=O,0,-3,-8,-7,3,-21,0.5,-19,-17
O=C(CN1C(=O)c2ccccc2S1(=O)=O)Nc1ncccn1,1,-2,-14,4,-4,-5,1.0,-12,-14
COc1cc2cncc(Cc3ccc(Cl)cc3)c2cc1OC,.,-2,-28,1,-6,-11,10,.,23
Cc1cc(=O)[nH]c2c1cnn2C(C)c1ccccc1 (stereo not drawn),1,-4,-9,3,-2,-14,0.4,-2,-9
O=Cc1ccc(-c2cccc([N+](=O)[O-])c2)o1,0,-3,-7,16,-3,-9,1.2,4,-7
Cn1c(SCc2ccccc2)nnc1-c1cnccn1,11,-4,-7,14,-8,-4,0.2,13,-9
O=C1C=C(c2ccccc2)C[C@@H](c2ccc3c(c2)OCO3)C1,3,-7,-7,0,-3,-4,-0.3,27,-2
CCOc1ccc(NC(=O)C(C)C(Cc2ccc(C)cc2)C(=O)O)cc1 (stereo not drawn),-1,-4,1,10,-16,0,0.2,0,-12
Cc1c(NC(=O)c2cc(-c3ccc4c(c3)OCO4)on2)c(=O)n(-c2ccccc2)n1C,8,-2,2,23,-5,-16,0.9,-8,2
CCC(C(=O)Nc1ccccc1Cl)n1nc(C)c2c(C)n(-c3ccccc3)nc2c1=O (stereo not drawn),-2,-5,-19,31,5,-5,9.4,-5,-6
COc1ccc(/C=N/NC(=O)c2cccc(NC(=O)c3ccc(Cl)cc3)c2)c(OC)c1,4,-5,-14,-10,-2,14,3.9,57*,20
Cc1ccc(NC(=O)CCC(=O)N/N=C/c2cccnc2)cc1,0,-2,-13,0,-7,-15,0.0,-2,2
COc1ccc(CNC(=O)N2CCN(c3ccccc3OC)CC2)cc1,3,-2,3,6,-8,-7,2.0,-16,-10
CCOC(=O)c1cnc(SCC(=O)Nc2ccccc2C(=O)OC)nc1N,3,-2,-23,24,-8,-10,1.1,-7,-4
CCCCCC(=O)Nc1cccc(C2=NOC3(C2)C[C@H](C(N)=O)N(C(=O)COc2ccc(Cl)cc2)C3)c1 (stereo partly drawn),6,-7,-13,7,-6,-7,-0.4,25,6
CCn1c(=O)n(CC)c2cc(N3CCCC3)c(NC(=O)c3c(F)cccc3F)cc21,-4,-3,-23,8,-1,-10,1.3,0,-1
CC(NS(C)(=O)=O)C(c1cccs1)N1CCN(C)CC1 (stereo not drawn),4,-8,3,7,-6,8,0.2,-14,-2
Cc1ccc(C(=O)N/C(=C\c2cccnc2)c2nc3ccccc3[nH]2)cc1,1,-9,3,1,-6,-2,0.7,-17,-5
CCN(CC)c1ccc(/C=N/NC(=S)NC)c(O)c1,-1,-5,-4,23,-2,-18,1.7,9,-4
Cc1ccc(NCCC(=O)c2cccs2)cc1C,1,0,-24,7,1,-25,0.0,5,-7
CC(=O)N1CCN(C(=O)c2ccc(Oc3ccccc3)cc2)CC1,2,-7,-2,12,-2,-9,2.1,-10,9
Cc1ccc(NC(=O)C2CC2)cc1S(=O)(=O)N1CCOCC1,2,4,-8,-25,7,8,-0.2,-2,11
Cc1cc(C)nc(NS(=O)(=O)c2ccc(NC(=O)c3ccc(S(=O)(=O)N4CC(C)OC(C)C4)cc3)cc2)n1 (stereo not drawn),7,-7,-5,23,-6,-8,0.7,-3,-4
CC(=O)Nc1ccc(NC(=O)CSc2nnc(C)n2-c2ccccc2)cc1,5,-1,-3,6,-1,-5,0.7,-7,10
CCOc1cccc2sc(N(CCN(C)C)C(=O)c3ccc(Br)s3)nc12,4,2,-4,18,-2,-9,1.0,-16,-6
Cc1cc(C)c(C(=O)CSc2nnc(N)s2)c(C)c1,1,-3,-14,7,0,-9,0.2,-7,-4
O=C(CSc1ccc2nnc(-c3ccncc3)n2n1)NCc1ccco1,2,-5,-3,22,-6,-7,0.3,-13,0
Cc1ccc(-n2c(C)cc3c2CC(C)(C)CC3=O)cc1C,37,8,-13,32,0,-10,9.6,-6,-6
O=C(NCc1ccc2c(c1)OCO2)C(=O)NCC1OCCCN1S(=O)(=O)c1ccccc1 (stereo not drawn),1,-1,.,16,.,-12,1.8,-22,-17
COC(=O)CSc1nc(SCc2ccc(C)cc2)nc2c1CCCC2,-1,-2,-31,16,-10,-12,0.7,13,-1
COc1cccc(NC(=O)CN(C)C(=O)c2c(-c3ccccc3)noc2C)c1,3,-1,6,-9,-13,5,3.6,5,0
N#Cc1ccc(-c2ccc(OCC3CNC(=O)O3)cc2)cc1 (stereo not drawn),3,0,7,4,-20,0,4.7,18,1
